# HT1080-NT tox = kills 2HG-producing HT-1080-NT fibrosarcoma cells; HT-1080-NT fibrosarcoma viability, CellTiter-Glo ATP luminescence, 48 h; Potency, µM (titrated, usually from 46.1 µM), without a hit: at the top dose activity, negative = less viability, usual class: cytotoxic; actives 1.6% (n = 360,000);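 also: NT is the 2HG producing partner of a matched IDH1 knockdown line; potency is read from the fitted curve at half-maximal effect; 0% = DMSO-treated cells and -100% = media-only wells without cells; nearly all actives have a fitted effect of over 55% in size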
#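 Compounds were tested in concentration-response format on HT-1080-NT cells for 48 hours at 37 degrees C. Cell viability came from CellTiter-Glo luminescence; curves were classified by r2, response magnitude and activity.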
# SW480 rerep = inducers of DNA re-replication in SW480 colon cancer cells; SW480 DNA re-replication, Hoechst DNA content imaging, 48 h; AID 624297; Potency, µM (titrated, usually from 46.1 µM), without a hit: at the top dose re-replication activation, hits mostly activators; actives 1.8% (n = 340,000); also: potency is read from the fitted curve at half-maximal effect; % of control where 0% means no effect; nearly all actives have a fitted effect of over 55% in size
#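 First, 250 cells per well were seeded. Next, compound or vehicle (23 nL) was pinned in, plates sat 48 hr at 37 C. Finally Hoechst was added for 40 min before fluorescence scanning.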
# ATXN2 expr inh = reduces ATXN2 reporter expression in HEK-293 cells; actives 0.72% (n = 360,000); Potency, µM (top dose mostly 57 µM), without a hit: top-dose activity change, negative = inhibition, usual class: inhibitors; AID 1745845; HEK-293 ATXN2-luciferase reporter, luminescence, 24 h; also: potency is read from the fitted curve at half-maximal effect; % is scaled to controls: 0 for no effect and ±100 for the full control effect; nearly all actives have a fitted effect of over 55% in size
#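 ATXN2-luciferase reporter cells (luciferase flanked by upstream and downstream ATXN2 gene portions) were treated 24 h at 37 °C with compounds at up to 57 uM. SteadyGlo luminescence gave expression; GF-AFC fluorescence gave viability.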
# KB-3-1 cytotox = KB-3-1 parental cell cytotoxicity | KB-3-1 viability, CellTiter-Glo ATP luminescence, 72 h | Potency, µM (titrated, usually from 46.1 µM), without a hit: at the top dose activity change, negative = cytotoxic, hits mostly cytotoxic | actives 1.4% (n = 400,000) | AID 1347075; also: potency is read from the fitted curve at half-maximal effect; % is scaled to controls: 0 for no effect and ±100 for the full control effect; nearly all actives have a fitted effect of over 60% in size
#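 Using CellTiter-Glo luminescence, growth of non-resistant KB-3-1 adenocarcinoma cells is assessed 72 h after pin-tool compound addition at 37 °C. Normalized responses across the concentration series yield fitted curves.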
# MCF10A rerep = DNA re-replication induction in MCF 10a cells | MCF 10A DNA re-replication, Hoechst nuclear intensity, 48 h | actives 2.9% (n = 350,000) | AID 624296 | Potency, µM (titrated, usually from 46.1 µM), for inactives: at the highest dose activity, positive = re-replication, usual class: activators; also: potency is read from the fitted curve at half-maximal effect; % of control where 0% means no effect; nearly all actives have a fitted effect of over 50% in size
# HepG2 viability = kills HepG2 cells in TGF-b inhibitor counter-screen; Potency, µM (doses to about 46.1 µM), inactives show at the top dose activity change, negative = cytotoxicity, actives largely listed as cytotoxic; AID 588856; actives 0.76% (n = 410,000); HepG2 CAGA-GFP viability, ATP luminescence, 18 h; also: potency is read from the fitted curve at half-maximal effect; some results filed as inactive show a strong effect at the top dose
#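 CellTiter-Glo luminescence gave cytotoxicity after 18 hours at 37 degrees C. The cells were HepG2 CAGA-GFP in 1% FBS DMEM, stimulated with 500 pg/mL TGF-beta after compound addition. %Activity was normalised to no-cell wells (complete cell-killing) and DMSO (no toxicity), and curves were fitted and classified.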
# HT1080 IDH1KD tx = HT-1080 IDH1 knockdown cell toxicity (counter line); HT-1080 IDH1 knockdown viability, ATP luminescence, 48 h; Potency, µM (doses to about 46.1 µM), for inactives: top-dose activity, negative = toxicity, usual class: cytotoxic; actives 2% (n = 360,000); AID 686971;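 also: potency is read from the fitted curve at half-maximal effect; 0% = DMSO wells and -100% = cell-free medium wells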
#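 HT-1080-IDH1KD cells (IDH1 knocked down), 750/well in RPMI with 5% FBS, treated with compound 48 h at 37 degrees C. Viability by CellTiter-Glo luminescence, normalised to DMSO and no-cell wells; concentration-response curves classed.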
# IL-1B inflam inh = blocks inflammasome-driven IL-1 beta release. THP-1 LPS/ATP IL-1B secretion, AlphaLISA, 16 h; stronger effect = lower value. activity change, % at 57.5 µM. actives 4.7% (n = 360,000). AID 743279; in the data active = activity change below about -50%; inconclusive = mostly about -30% to -49%; also: % is scaled to controls: 0 for no effect and ±100 for the full control effect
#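 Secreted IL-1B measured by AlphaLISA bead assay after 16 h compound exposure of THP-1 cells; compounds (final up to 57.5 uM) added 1 h before LPS (250 ng/mL) and ATP (1.25 mM) stimulation; lower signal means less secretion.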
# S2 tox = cell viability loss in ATXN counter-screen. S2 cells (HEK-293 line with an ATXN2-luciferase reporter) viability, CellTiter-Fluor protease fluorescence, 24 h. Potency, µM (doses to about 56.7 µM), most hits filed as cytotoxic. actives 0.49% (n = 400,000); also: potency is read from the fitted curve at half-maximal effect; nearly all actives have a fitted effect of over 40% in size
# An asterisk follows results filed as active; i = inactive; ? = inconclusive; / = no result given; [ ] = another dose, or the depositor's remark. Unless noted, calls follow the shape of the dose curve; as a rule, active = well fitted curve in the direction sought with a large enough effect; inconclusive = small, poorly fitted or top-dose-only effect, or another doubt; inactive = no such curve, though single readings can be large; an effect the other way counts as inactive or inconclusive.
SMILES,HT1080-NT tox,SW480 rerep,ATXN2 expr inh,KB-3-1 cytotox,MCF10A rerep,HepG2 viability,HT1080 IDH1KD tx,IL-1B inflam inh,S2 tox
Cc1cc(-c2ccc(C)c(S(=O)(=O)NCc3ccc(OC(C)C)cc3)c2)on1,10%,-17%,10%,-3%,18%,-3%,2%,4,i
Cc1oc2ccc(O)c(CN3CCCCC3)c2c1C(=O)Nc1cccc(C(F)(F)F)c1,/,/,28µM*,-5%,/,-72%,/,/,28µM*
COc1cccc(N2C(=O)CSC23C(=O)N(Cc2ccccc2F)c2ccccc23)c1 (configuration not stated),/,/,-20%,-8%,/,-17%,/,/,i
COc1ccc(NC(=O)c2ccccn2)cc1,?,-2%,?,?,0%,-64%,?,5,i
Cc1ccc(-n2nc3c(c2NC(=O)C(C)(C)C)CS(=O)(=O)C3)cc1,1%,-21%,/,0%,-3%,1%,9%,3,i
CC(C)(C)c1cc(C(=O)NCc2cc(F)cc3c2OCOC3)n(Cc2ccccc2)n1,?,-17%,33%,1%,-2%,-3%,?,/,i
CN(C)CCOC1c2ccccc2-c2ccccc21,-9%,1%,-26%,-23%,-1%,3%,8%,-25,i
CCOc1ccc(C2=CC(c3cccc(Br)c3)n3c(nc4ccccc43)N2)cc1Cl (configuration not stated),/,/,60%[activator],-3%,/,-53%,/,/,i
COc1cccc(/C=C2/NC(=O)NC2=O)c1OCC(=O)Nc1ccccc1,-19%,?,-3%,-3%,?,-23%,?,0,i
CCOc1ccc(N(CC)C(=O)c2cn(CC)c(=O)c3cc(OC)c(OC)cc23)cc1,-9%,2%,-21%,22%,12%,-14%,-8%,4,i
COc1ccc(CNCc2cc3c(cc2[N+](=O)[O-])OCO3)cc1,-9%,-4%,-14%,-10%,-7%,-21%,-10%,2,i
CN(CCNC(=O)CN1CCN(Cc2ccccc2Cl)C1=O)Cc1ccccc1,-1%,-8%,-8%,-7%,-2%,-29%,-2%,-20,i
Cn1ccnc1Sc1cc(NCCCO)c([N+](=O)[O-])c2nonc12,4.1µM*,8%,?,-11%,18µM*,-26%,?,-101*,?
Cn1nnnc1SCCNCc1ccccc1Cl,/,/,13%,22%,/,5%,/,/,i
CCOc1ccccc1NC(=O)COc1cccc2c(=O)n(CCOC)ccc12,/,/,-4%,8%,/,3%,/,/,i
CCCCCC(=O)N1C[C@@H](O)[C@H](n2cc(-c3ccc(F)cc3)nn2)C[C@@H]1c1ccccc1,-17%,/,-12%,?,/,-26%,-17%,-15,i
O=S(=O)(c1ccc(OCc2nc3ccccc3s2)c(Cl)c1)N1CCOCC1,-18%,-4%,13%,-3%,-1%,29%,-22%,53,i
CC(Sc1nnc(-c2ccccc2F)n1C)C(=O)NC1CCCCC1 (configuration not stated),0%,11%,2%,1%,16%,-11%,-2%,-8,i
C[C@@H]1CN([C@H](C)CO)C(=O)CCCn2cc(nn2)CO[C@H]1CN(C)C(=O)C1CC1,-8%,/,2%,2%,/,9%,-9%,6,i
CCCCN1CCC(CN2C(=O)C(=O)NC[C@@H]2Cc2ccccc2)CC1,-13%,?,-3%,0%,-5%,-33%,-2%,-15,i
CC1CCN(CCC(=O)Nc2ccc(Br)cc2)CC1,0%,-6%,-20%,-5%,6%,-17%,?,-4,i
COc1cccc(/C=C2\Sc3ccc(C(=O)NCc4cccnc4)cc3N(C)C2=O)c1,-9%,?,0%,8%,?,-19%,-29%,-82*,i
O=C(NC(=S)Nc1ccc2[nH]c(=O)[nH]c2c1)c1ccccc1Cl,0%,-6%,4%,25%,-2%,-3%,-2%,12,i
Cc1cccc(NC(=S)N2CCC(NC(=O)c3cccc(F)c3)CC2)c1,17%,-11%,-5%,4%,5%,6%,16%,-6,i
COc1ccc(CC(=O)NCc2nnc(SCC(=O)Nc3ncc(C)s3)n2C)cc1,5%,-39%[inhibitor],/,1%,8%,3%,8%,16,i
CCC(NC(=O)c1ccccc1NC(=O)C(C)(C)C)C(=O)N1CC(C)OC(C)C1 (configuration not stated),2%,-4%,2%,7%,0%,2%,3%,47,i
Cc1ccc(S(=O)(=O)c2cn(Cc3ccccc3Cl)c3ccc(F)cc3c2=O)cc1,/,/,-9%,-5%,/,-16%,/,/,i
CCOc1ccc(C(=O)c2cn(Cc3ccc(F)cc3)c3ccc(F)cc3c2=O)cc1,/,/,-29%,10%,/,-6%,/,/,?
O=C1NCCN(Cc2ccoc2)C1CC(=O)N(Cc1ccccc1)CC1CCC1 (configuration not stated),19%,-3%,-2%,0%,8%,-13%,21%,-7,i
CC(=O)Nc1ccc(NC(=O)C/C(C)=N/NC(=O)COc2cc(C)c(Br)cc2Br)cc1,-8%,-3%,-11%,7%,10%,-10%,-13%,26,i

# Not a retest: an excerpt of the list.
SMILES,HT1080-NT tox,SW480 rerep,ATXN2 expr inh,KB-3-1 cytotox,MCF10A rerep,HepG2 viability,HT1080 IDH1KD tx,IL-1B inflam inh,S2 tox
O=C1NCCN(Cc2ccoc2)C1CC(=O)N(Cc1ccccc1)CC1CCC1 (configuration not stated),19%,-3%,-2%,0%,8%,-13%,21%,-7,i
CC(=O)Nc1ccc(NC(=O)C/C(C)=N/NC(=O)COc2cc(C)c(Br)cc2Br)cc1,-8%,-3%,-11%,7%,10%,-10%,-13%,26,i

# More compounds.
SMILES,HT1080-NT tox,SW480 rerep,ATXN2 expr inh,KB-3-1 cytotox,MCF10A rerep,HepG2 viability,HT1080 IDH1KD tx,IL-1B inflam inh,S2 tox
COc1cc(NC(=O)CCCNC(=O)c2ccc(Cl)cc2)cc(OC)c1OC,3%,0%,/,-2%,-12%,-16%,0%,25,i
CC(C)N(C(=O)[C@H]1C[C@H](CC(=O)NCC23CC4CC(CC(C4)C2)C3)C(=O)N2CCc3c([nH]c4cc(-c5ccco5)ccc34)[C@]12C)C(C)C,2%,11%,11%,0%,-5%,2%,8%,-24,i
COc1ccc(S(=O)(=O)N2CCN(Cc3ccc4c(c3)OCO4)CC2)cc1F,1%,14%,-28%,-3%,9%,-7%,-4%,-7,i
COC(=O)CSc1nnc(-c2ccco2)o1,-28%,1%,0%,-2%,-2%,-25%,-4%,-7,i
COc1ccc(N2C(c3cc(OC)cc(OC)c3)=Cc3ccccc3C2CC(C)=O)cc1 (configuration not stated),-24%,/,-7%,23µM*,/,/,-28%,32,?
CC1=C(C(=O)Nc2ccc(C)cc2C)C(c2ccc(C(=O)O)cc2)n2nc(SCc3ccccc3)nc2N1 (configuration not stated),/,/,13%,1%,/,-14%,/,/,i
CC[C@]12c3[nH]c4ccccc4c3CCN1C(=O)C(CC(=O)NC(C)(C)C)C[C@@H]2C(=O)N1CCN(C(=O)C2CC2)CC1 (some centres not stated),0%,2%,7%,0%,?,-1%,7%,24,i
CC1CCN(C(=O)c2[nH]cnc2C(=O)NCCCCCNC(=O)OC(C)(C)C)CC1,3%,-8%,-5%,0%,-2%,-15%,-8%,-2,i
O=C(COC(=O)c1ccc(O)cc1)NCC1CCCO1 (configuration not stated),-6%,?,-12%,-10%,-43%[inhibitor],-20%,-2%,26,i
CCOc1ccc(CNC(=O)c2[nH]c3ccccc3c2Sc2ccc(C)cc2)cc1,/,/,3%,-4%,/,10%,/,/,i
Cc1ccc(NC(=O)CCC(=O)N/N=C/c2cc([N+](=O)[O-])ccc2O)cc1,?,?,?,?,?,3%,?,65,?
CCc1nn2c(=O)cc(CSCC(=O)Nc3ccccc3Cl)nc2s1,-2%,?,0%,-6%,0%,3%,1%,12,i
O=C(O)c1c(Cl)c(Cl)c(Cl)c(Cl)c1C(=O)OCC1CCCO1 (configuration not stated),3%,/,/,4%,/,-59%,-1%,13,i
C=C(C)CN1C(=O)c2ccccc2C1=O,-1%,0%,0%,-12%,4%,5%,4%,10,i
O=C(C[n+]1cccc(CNC(=O)c2ccc(OC(F)F)cc2)c1)c1ccccc1,-4%,11%,-10%[11.3 µM],3%,-3%,-14%,11%,-91*,i
CNc1nc(OC)nc(N(C#N)CN2C(=O)c3ccccc3S2(=O)=O)n1,-15%,?,-23%,-2%,?,-34%,?,-82*,i
CN(CCCNC(=O)CCCOc1cc(=O)n(C)c2ccccc12)Cc1ccccc1,?,-23%,/,3%,7%,5%,2%,0,?
Cc1ccc(C(C)C)c(OCc2nc(-c3nonc3N)no2)c1,-7%,22%,-4%,-8%,13%,-20%,-28%,?,i
COc1ccc(CCNc2nc(C)cc(C)n2)cc1OC,25%,0%,6%,3%,-6%,-8%,6%,-6,i
O=C(Cc1ccccc1)Nc1ccc(C(=O)Nc2ccccc2C(=O)O)cc1,15%,4%,5%,19%,-1%,1%,11%,10,i
Cc1ccc(OCCOCCN(C)C)c(Cl)c1,-15%,-4%,-5%,-2%,9%,-9%,-2%,0,i
CC(=O)OC(C(=O)NCc1ccco1)c1cccnc1 (configuration not stated),12%,-5%,-2%,8%,16%,2%,4%,5,i
COc1ccc2[nH]c(=O)c(CN(CCN3CCCC3)C(=O)Nc3ccccc3Cl)cc2c1,-17%,1%,5%,-5%,9%,-34%,-1%,-11,i
CC(=O)n1nc(-c2ccc(Cl)cc2)nc1NCc1ccco1,9%,?,67%[activator],?,7%,6%,?,-9,i
CCOC(=O)COc1ccc(Br)cc1/C=C\c1[nH]c(=O)[nH]c(=O)c1[N+](=O)[O-],-3%,?,8%,15%,8.2µM*,-85%,-11%,i,i
CC(=O)N/C(=C/C(C)C)c1ccccc1,11%,12%,11%,-16%,3%,16%,-3%,9,i
CCOC(=O)C1(CCCc2ccccc2)CCN(C(=O)c2cc(C)nc(C)n2)CC1,8%,-1%,3%,10%,1%,1%,11%,29,i
O=C1NC2(CCCC2)N=C1c1ccc(F)cc1,7%,1%,0%,10%,18%,2%,13%,-1,i

# Not a hit list; 8.9% or so of the library scored in one or more.
